# MgcRacGAP inhibition: MgcRacGAP GTPase-activating activity inhibitors, confirmation, biochemical, ADP Hunter fluorescence; one-dose inhibition, % at 30 µM; IC50 in µM for titrated hits; 0.6% of 340,000 active; MgcRacGAP-stimulated Rac1 GTP hydrolysis, ADP Hunter fluorescence; higher % means a stronger effect; GST-tagged Rac1 F28L mutant substrate;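 active = first-screen hits whose inhibition reached a set limit at any dose in the follow-up dose series; inconclusive = inhibition above the set first-screen limit but never retested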;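 also: fluorescence reports GDP produced by GAP-driven GTP hydrolysis; strong numbers were not always called active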
# Dengue-2 NS5 capping: flavivirus cap methylation enzyme inhibition – biochemical, confirmation dose response, primary screen (AID 588689); Dengue-2 NS5 methyltransferase capping enzyme assay, biochemical; higher % means a stronger effect; one-dose inhibition, % at 25 µM; IC50 in µM for titrated hits; 0.3% of 340,000 active; in the data active = a potency from the dose series; inconclusive = inhibition above about 29% without an active follow-up result
# NTR1 ag: agonists of NTR1, primary screen, imaging, U2OS cells, beta-arrestin-GFP, high content (AID 493036). activation, % at 20 µM. 0.17% of 330,000 active. P30989. NTR1-U2OS beta-arrestin-GFP spot imaging, agonist mode;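 active = activation at or above 40% of the spot to cytoplasm intensity ratio, with at least 20 cells analyzed; inconclusive = wells under 20 cells, flagged as cytotoxic or low count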;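 also: 0% = DMSO without peptide and 100% = 100 nM NTR1 peptide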
# Target sequence (P30989 whole entry, looked up): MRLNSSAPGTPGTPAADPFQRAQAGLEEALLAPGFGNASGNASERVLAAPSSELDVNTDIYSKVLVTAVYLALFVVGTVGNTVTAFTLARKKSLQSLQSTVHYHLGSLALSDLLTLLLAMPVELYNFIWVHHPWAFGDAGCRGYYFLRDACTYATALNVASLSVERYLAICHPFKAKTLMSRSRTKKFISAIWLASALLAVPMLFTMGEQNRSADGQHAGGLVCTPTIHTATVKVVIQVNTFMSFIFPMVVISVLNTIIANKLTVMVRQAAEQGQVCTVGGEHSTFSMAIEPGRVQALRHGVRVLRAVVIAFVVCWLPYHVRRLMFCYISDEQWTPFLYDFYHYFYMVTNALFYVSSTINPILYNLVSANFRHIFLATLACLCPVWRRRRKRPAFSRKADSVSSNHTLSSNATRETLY
# NTR1 ag cell count 20 µM: recorded beside NTR1 ag, whose call it bears; cell count; measured here: cell count, cytotoxicity flag
# Dengue-2 NS5 capping pilot replicate: recorded beside Dengue-2 NS5 capping, whose call it bears; inhibition, %; measured here: pilot screen replicate inhibition
# * = called active by the depositor; ? = inconclusive. Not all compounds are listed; count on the stated rates, not on these rows.
SMILES,MgcRacGAP inhibition,Dengue-2 NS5 capping,NTR1 ag,NTR1 ag cell count 20 µM,others
C[C@H](CO)N1C[C@H](C)[C@@H](CN(C)S(=O)(=O)c2ccccc2)Oc2c(NC(=O)NC3CCCCC3)cccc2C1=O,5.5%,-2.8%,0.8,57,
Cc1ccc(S(=O)(=O)N2CCCC2)cc1C(=O)NCC(C)(C)N1CCOCC1,6.2%,-5.2%,3.0,50,
CN(C)S(=O)(=O)n1cnc([C@@H]2[C@@H]3C(=O)OC[C@@H]3C[C@]23N=CN(Cc2ccccc2)C3=O)c1,3.5%,-4.8%,-1.3,57,
Cc1cn(-c2cccnc2)c(C)c1CNC[C@H]1O[C@@H](n2cnc3c(N)ncnc32)[C@H](O)[C@@H]1O,7.5%,9.1%,1.9,53,
COc1cc(C(=O)NCC(=O)N2CCN(S(=O)(=O)c3ccccc3C(F)(F)F)CC2)cc(OC)c1OC,5.4%,-3.4%,-0.6,61,
CCC(C)Sc1cc(-c2nc3ccc(Cl)cn3c2NC2CCCCC2)ccc1OC (stereo not drawn),5.5%,-12.6%,5.8,43,
COc1ccc(C(=O)C(C)OC(=O)c2nc3nccc(C)n3n2)cc1 (stereo not drawn),2.6%,-1.9%,0.1,57,
O=C(CCC1CCCC1)NNC(=O)COc1ccc(Br)cc1,4.0%,-8.3%,0.5,68,
Cc1cc(C(=O)CCC(=O)N(C)CC(=O)Nc2ccc(OC(F)(F)F)cc2)c(C)s1,12.6%,5.0%,2.0,71,
C[C@H](CO)N1C[C@H](C)[C@@H](CN(C)C(=O)Nc2ccc(C(F)(F)F)cc2)Oc2c(NS(=O)(=O)c3cccs3)cccc2C1=O,7.9%,-4.8%,1.1,48,
CC(OC(=O)C1=COCCO1)C(=O)c1ccc(Br)cc1 (stereo not drawn),1.7%,5.4%,0.5,64,
CC[C@@H]1C=C(C(=O)O)[C@H](c2ccc(Br)cc2)N1S(=O)(=O)c1ccc(C)cc1,5.0%,-5.9%,0.1,81,
O=C(COc1ccccc1Cc1ccccc1)Nc1cccnc1,0.7%,0.0%,-0.6,52,
CN(C)C(CNC(=O)c1cc2ccccc2o1)c1ccco1 (stereo not drawn),9.9%,-0.7%,-2.5,50,
Cn1cccc1C(=O)OCC(=O)c1ccc(Br)s1,6.0%,-0.8%,-0.7,60,
Cc1cccc(C)c1OCCOC(=O)c1cccc(S(=O)(=O)N2CCOCC2)c1,12.2%,3.7%,3.6,64,
CCOc1cc(N2CCOCC2)c(OCC)cc1NC(=O)C1CC(=O)N(c2ccc(C)cc2)C1 (stereo not drawn),6.6%,-4.6%,0.4,54,
Cc1csc(=O)n1CCC(=O)N(C)Cc1c(F)cccc1Cl,-4.6%,-0.8%,2.9,76,
COc1ccc(NC(=O)c2ccc(NC(=O)CSc3nc(N)cc(=O)[nH]3)cc2)cc1,2.3%,-7.8%,0.3,52,
CC(=O)c1ccc(N2CCN(S(=O)(=O)c3ccc4ccccc4c3)CC2)cc1,1.7%,-1.8%,-2.0,38,
Cc1cc(NS(=O)(=O)c2ccc(NC(=O)Cc3ccc(Cl)c(Cl)c3)cc2)no1,5.2%,-7.9%,0.1,70,
O=C(CSc1nnc(C2CC2)n1-c1ccccc1)NC1CCS(=O)(=O)C1 (stereo not drawn),-2.5%,-9.9%,-0.5,67,
Nc1ncnc2c1ncn2[C@@H]1O[C@H](CN2CCCS2(=O)=O)[C@@H](O)[C@H]1O,5.1%,-1.6%,-0.1,60,Dengue-2 NS5 capping pilot replicate=2.4
Cc1cccc(NC(=O)[C@@H]2CCCN2S(=O)(=O)c2ccc(Cl)cc2)c1,4.8%,-7.8%,0.2,40,
O=C(CCN1CCN(c2ccccc2)CC1)NNC(=O)Cc1ccccc1Cl,2.1%,0.7%,-3.3,38,

# Next part.
SMILES,MgcRacGAP inhibition,Dengue-2 NS5 capping,NTR1 ag,NTR1 ag cell count 20 µM,others
COc1cc(C#Cc2c(-c3cncn3C)n(C)c3ccc(-c4ccc(CN5CCOCC5)cc4)cc23)cc(OC)c1,9.7%,-4.1%,1.4,64,
Cc1cccc(OCCCC(=O)NNC(=O)c2ccncc2)c1,4.5%,-5.1%,-0.4,30,
CCOc1ccc(NS(=O)(=O)c2ccc(C(=O)NCC(c3ccco3)N3CCCC3)cc2)cc1 (stereo not drawn),-0.1%,-1.5%,-1.8,44,
CCN(CC)C(=O)[C@H]1CC(CC(=O)NC/C=C(\C)CCC=C(C)C)C(=O)N2CCc3c([nH]c4ccccc34)[C@]12C (stereo partly drawn),-2.6%,-3.3%,17.2,48,Dengue-2 NS5 capping pilot replicate=2.1
CC(C)(C)N(Cc1ccccc1)C(=O)COC(=O)C1CCCCC1,5.0%,0.0%,1.4,67,
C=CC[C@@H](CC(=O)NCCO)C(=O)N[C@@H](C)COC(=O)[C@H](CC=C)CC(=O)OC(C)(C)C,11.3%,2.3%,0.2,61,Dengue-2 NS5 capping pilot replicate=0.9
C=CCN(c1ccccc1OC)S(=O)(=O)c1cccc(C(=O)OCC(=O)N2CC(C)OC(C)C2)c1 (stereo not drawn),3.2%,-0.4%,1.1,43,
CCCN(CC(=O)Nc1ccccc1OC)C(=O)c1ccc(S(=O)(=O)NCc2ccco2)cc1,1.1%,-4.6%,-1.3,79,
C=CC[C@@H](CC(=O)N[C@H](CO)Cc1ccccc1)C(=O)NC[C@H](OC(=O)[C@@H](CC=C)Cc1ccc(F)cc1)c1ccccc1,3.5%,-5.7%,5.0,55,
O=C(CCNS(=O)(=O)c1ccc(Cl)cc1)N1CCN(c2ncccn2)CC1,2.3%,4.4%,0.7,66,
CC(C)(C)OC(=O)N1CCC(NC(=O)c2nc[nH]c2C(=O)NC2CCN(C(=O)OC(C)(C)C)CC2)CC1,1.8%,-3.2%,0.6,47,
Cc1csc(CNc2ncnc3ccc(-c4ccccc4Cl)cc23)c1,-0.5%,-5.5%,-0.1,66,
CCOC(=O)[C@H]1[C@H]2COc3ccc(C)cc3[C@@H]2N2C(=O)CN(CC3CCCO3)C(=O)[C@@]12C (stereo partly drawn),6.1%,-0.3%,0.1,39,
COc1cc(CCC(=O)OCC(=O)N(CC(C)C)C2CCS(=O)(=O)C2)cc(OC)c1OC (stereo not drawn),10.5%,-3.7%,-1.0,74,
COc1ccc(C(=O)N2CCc3ccccc32)cc1S(=O)(=O)N1CCOCC1,4.5%,-4.4%,5.0,43,
CN1CCC(N(C)C(=O)c2ccc(Cl)c(S(=O)(=O)Nc3cc(Cl)ccc3Cl)c2)CC1,5.3%,-2.9%,-1.0,80,
C[C@@H](C(=O)NNC(=O)c1ccc(Cl)cc1)N1C(=O)C2CC=CCC2C1=O (stereo partly drawn),5.6%,-4.8%,1.5,66,
C[C@]12C(=O)N(c3cccc(F)c3)C(=O)N1[C@H]1c3ccccc3OC[C@@H]1[C@H]2c1ccccc1,6.2%,-5.0%,-0.5,63,
O=C(Nc1nc(-c2cccs2)cs1)c1ccc([N+](=O)[O-])o1,8.4%,-5.1%,14.1,106,
CC(C)CN(C(=O)CSc1ncnc2ccccc12)C1CCS(=O)(=O)C1 (stereo not drawn),0.4%,-0.7%,-1.2,69,
Cc1ccnc(NC(=O)c2ccc3c(c2)NC(=O)C(C)S3)c1 (stereo not drawn),5.5%,4.4%,-2.1,55,
COc1ccc(-c2ccc3c(c2)S(=O)(=O)c2cccc(C(=O)NC4CCCCC4)c2C3=O)cc1OC,-0.3%,-4.8%,-1.5,56,
N#Cc1ccccc1S(=O)(=O)N1CCN(C(=O)Cc2n[nH]c(=O)c3ccccc23)CC1,1.9%,6.2%,3.9,63,
Cc1cc(C)c(OCC(=O)OC(C)C(=O)NCc2ccccc2)c(C)c1 (stereo not drawn),7.3%,-6.5%,0.5,63,
COc1cc2sc3cc(NCCCN4CCOCC4)ccc3c(=O)c2cc1OC,9.2%,4.7%,3.6,61,

# Going on with the list:
SMILES,MgcRacGAP inhibition,Dengue-2 NS5 capping,NTR1 ag,NTR1 ag cell count 20 µM,others
CCN(CC)C(=O)[C@H]1CC(CC(=O)NCc2ccc(OC)c(OC)c2)C(=O)N2CCc3c([nH]c4ccc(OC)cc34)[C@]12C (stereo partly drawn),9.2%,-0.3%,0.5,53,Dengue-2 NS5 capping pilot replicate=-1.2
CC(=O)c1sc(NC(=O)c2oc3ccc(F)cc3c2C)nc1C,3.4%,-2.6%,0.5,54,
COc1ccccc1N1CCN(C(=O)C2CCN(S(=O)(=O)c3ccccc3F)CC2)CC1,4.3%,-6.6%,0.0,52,
Cc1ccccc1NC(=O)Cc1nc(COC(=O)CC(C)c2ccccc2)cs1 (stereo not drawn),-2.2%,1.4%,-0.1,71,
CCOC(=O)c1sc(NC(=O)C2CC(=O)N(c3ccc4c(c3)OCCO4)C2)nc1C (stereo not drawn),4.7%,-3.3%,-3.5,55,
CC(Oc1ccc(Cl)cc1)C(=O)N1CCN(C(=O)c2ccco2)CC1 (stereo not drawn),0.4%,3.0%,1.8,85,
COc1ccc(Cl)cc1NC(=O)COC(=O)c1cc(C)oc1C,1.0%,-1.5%,7.0,54,
CCCCN(C(=O)c1sc2nc3n(c(=O)c2c1C)CCC3)c1c(N)n(CC(C)C)c(=O)[nH]c1=O,4.1%,-4.3%,-0.9,45,
CCCC[C@@H]1C=C(C(=O)O)[C@H](c2ccc(Cl)cc2)N1S(=O)(=O)c1ccc(C)cc1,8.6%,9.3%,6.0,67,Dengue-2 NS5 capping pilot replicate=1.2
O=C(NCCCN1CCOCC1)c1cccc(NS(=O)(=O)c2ccc(Br)cc2)c1,3.3%,2.2%,1.1,62,
Cc1ccc(S(=O)(=O)NC(CC(C)C)C(=O)NCC(c2ccco2)N2CCCCC2)cc1 (stereo not drawn),5.3%,5.4%,0.4,72,
O=C(NCc1cc(C(F)(F)F)ccc1Cl)c1cccc2c1C(=O)c1ccc(N3CCC(Cc4ccccc4)CC3)cc1S2(=O)=O,1.4%,?,2.0,65,
O=C(Nc1ncccc1O)c1ccc(NS(=O)(=O)c2ccc3[nH]c(=O)[nH]c3c2)cc1,2.1%,-5.8%,-1.6,46,
COc1ccc(C2CC(c3ccccc3F)=NN2c2ccc(S(N)(=O)=O)cc2)cc1 (stereo not drawn),8.4%,-2.6%,8.5,59,Dengue-2 NS5 capping pilot replicate=-1.2
CN(CC(=O)Nc1c(Cl)cccc1Cl)CC(=O)N(C)C1(C#N)CCCCC1,6.2%,-6.4%,1.9,61,
O=C(C[C@@H]1C/C=C\CC[C@H](Cc2ccc(F)cc2)C(=O)OC[C@@H]2CCCN2C1=O)NCCO,8.4%,-0.3%,-1.1,73,
O=C(NCc1ccc(OC(F)(F)F)cc1)c1cccc2c1C(=O)c1ccc(N3CCCC3)cc1S2(=O)=O,7.2%,?,4.0,58,
C=CCn1c(SCC(=O)NC(=O)Cc2ccccc2)nc2ccccc2c1=O,4.9%,1.9%,1.6,96,
O=C(CCNS(=O)(=O)c1ccccc1)NCCCc1ccccc1,0.5%,-2.9%,-1.1,69,
CC(Sc1nnc(Nc2ccccc2F)s1)C(=O)NC1CC1 (stereo not drawn),1.6%,2.2%,-0.6,85,
CC1(C2CC2)NC(=O)N(CC(=O)N2CCN(S(=O)(=O)c3ccc(F)c(F)c3)CC2)C1=O (stereo not drawn),0.3%,15.4%,-0.6,40,
CCN(C[C@H]1N[C@@](CC)(C(=O)OC)[C@H]2C(=O)N(C)C(=O)[C@@H]12)S(=O)(=O)c1ccc(OC(F)(F)F)cc1,5.7%,-3.6%,1.1,58,Dengue-2 NS5 capping pilot replicate=-1.2
C[C@H]1CN([C@@H](C)CO)C(=O)c2cc(NC(=O)NC3CCCCC3)ccc2O[C@H]1CN(C)C(=O)Nc1ccc(C(F)(F)F)cc1,1.9%,-2.8%,-0.5,58,
COCc1c(C(=O)OCC(=O)Nc2ccc(OC(F)F)cc2)oc2ccccc12,2.8%,6.9%,13.4,53,
CCCCN(C(=O)C(CCSC)N1C(=O)c2ccccc2C1=O)c1c(N)n(CCC)c(=O)[nH]c1=O (stereo not drawn),0.9%,3.0%,3.8,59,

# Arranged by heavy-atom count (smallest number first): seven of the compounds above
SMILES,MgcRacGAP inhibition,Dengue-2 NS5 capping,NTR1 ag,NTR1 ag cell count 20 µM,others
COc1ccc(C(=O)C(C)OC(=O)c2nc3nccc(C)n3n2)cc1 (stereo not drawn),2.6%,-1.9%,0.1,57,
CN(CC(=O)Nc1c(Cl)cccc1Cl)CC(=O)N(C)C1(C#N)CCCCC1,6.2%,-6.4%,1.9,61,
COc1ccc(C(=O)N2CCc3ccccc32)cc1S(=O)(=O)N1CCOCC1,4.5%,-4.4%,5.0,43,
COCc1c(C(=O)OCC(=O)Nc2ccc(OC(F)F)cc2)oc2ccccc12,2.8%,6.9%,13.4,53,
COc1ccc(NC(=O)c2ccc(NC(=O)CSc3nc(N)cc(=O)[nH]3)cc2)cc1,2.3%,-7.8%,0.3,52,
Cc1cn(-c2cccnc2)c(C)c1CNC[C@H]1O[C@@H](n2cnc3c(N)ncnc32)[C@H](O)[C@@H]1O,7.5%,9.1%,1.9,53,
COc1cc(C(=O)NCC(=O)N2CCN(S(=O)(=O)c3ccccc3C(F)(F)F)CC2)cc(OC)c1OC,5.4%,-3.4%,-0.6,61,

# Screening results: PubChem, several laboratories
